VP16 counter = VP16 counterscreen qHTS for inhibitors of ROR gamma transcriptional activity; Drosophila S2 Gal4-VP16 UAS-luciferase, luminescence, 20 h; Potency, µM (highest dose often 53.6 µM), for the others: top-dose activity, negative = inhibition, actives largely listed as inhibitors; 3.5% of 310,000 active;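 further: Gal4-VP16 expression switched on by copper sulfate through the metallothionein promoter; on the % scale 0 is the no-effect control and ±100 the full control effect; nearly all actives have a fitted effect of over 50% in size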
RORgamma inh = qHTS for inhibitors of ROR gamma transcriptional activity. 5.4% of 310,000 active. AID 2551, 2010. Potency, µM (highest dose often 53.6 µM), for inactives: at the highest dose activity change, negative = inhibition, hits mostly inhibitors. Drosophila S2 Gal4-RORgamma UAS-luciferase reporter, 20 h; further: on the % scale 0 is the no-effect control and ±100 the full control effect; nearly all actives have a fitted effect of over 60% in size
Target sequence (P51450 whole entry, looked up, the tested form may be a part): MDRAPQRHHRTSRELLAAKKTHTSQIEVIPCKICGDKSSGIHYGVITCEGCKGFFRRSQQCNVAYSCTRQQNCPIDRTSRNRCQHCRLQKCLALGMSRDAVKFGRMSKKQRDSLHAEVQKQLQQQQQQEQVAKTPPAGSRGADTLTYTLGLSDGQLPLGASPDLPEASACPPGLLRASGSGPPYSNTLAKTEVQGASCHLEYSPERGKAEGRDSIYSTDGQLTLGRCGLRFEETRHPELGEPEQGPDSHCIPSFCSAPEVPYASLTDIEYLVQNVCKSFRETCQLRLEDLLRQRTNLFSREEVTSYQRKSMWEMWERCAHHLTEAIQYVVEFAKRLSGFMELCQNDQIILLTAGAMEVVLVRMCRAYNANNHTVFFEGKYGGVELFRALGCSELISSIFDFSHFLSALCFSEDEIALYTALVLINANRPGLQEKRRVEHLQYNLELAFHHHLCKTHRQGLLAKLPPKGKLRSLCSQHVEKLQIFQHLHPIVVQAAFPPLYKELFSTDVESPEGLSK
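Stably transfected Drosophila Schneider cells are the test system, with ROR gamma fused to Gal4 and luciferase under UAS control; luminescence is read after 20 hr of 700 uM copper sulfate induction at ambient temperature.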
Menin MLL FP TR = qHTS Assay for Inhibitors Targeting the Menin-MLL Interaction in MLL Related Leukemias: Competition With Texas Red Labeled MLL-derived Mutant Peptide. Potency, µM (highest dose often 61.6 µM), without a hit: at the top dose FP activity change, negative = inhibition, hits mostly inhibitors. O00255. Menin + Texas Red MLL mutant peptide, fluorescence polarization. 0.23% of 270,000 active; active means well fitted inhibition curve with a large enough effect in the polarisation, with a control signal flat, not every such curve was filed as active; inconclusive means small, poorly fitted or top-dose-only effect, or effect the other way, or a change in a side signal; inactive means no such curve, though single readings can be large or run the other way; the % refers to the polarisation; further: % of control where 0% means no effect; many of its hits are not listed in these tables
Target sequence (O00255 whole entry, looked up): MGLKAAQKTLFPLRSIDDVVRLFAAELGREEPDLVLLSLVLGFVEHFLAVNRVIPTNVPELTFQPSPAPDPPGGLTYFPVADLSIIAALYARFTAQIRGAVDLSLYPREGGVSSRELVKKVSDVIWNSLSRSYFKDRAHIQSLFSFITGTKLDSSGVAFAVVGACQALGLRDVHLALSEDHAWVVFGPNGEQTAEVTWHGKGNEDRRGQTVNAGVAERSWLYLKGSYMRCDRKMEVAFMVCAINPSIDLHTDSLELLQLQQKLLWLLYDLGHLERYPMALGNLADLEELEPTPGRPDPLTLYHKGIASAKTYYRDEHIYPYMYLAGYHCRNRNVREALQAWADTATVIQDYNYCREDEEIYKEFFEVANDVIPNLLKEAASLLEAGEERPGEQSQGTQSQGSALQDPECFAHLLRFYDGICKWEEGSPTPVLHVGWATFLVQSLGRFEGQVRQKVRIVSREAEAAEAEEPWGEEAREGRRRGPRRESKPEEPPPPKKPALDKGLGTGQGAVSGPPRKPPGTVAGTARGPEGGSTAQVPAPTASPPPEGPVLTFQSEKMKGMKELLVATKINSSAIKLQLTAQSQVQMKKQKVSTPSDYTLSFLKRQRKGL
The depositor's hits bear a star; ? = inconclusive; & = joins results of further samples; [ ] = dose if it differs, or a comment. Unless noted, the call rests on the fitted dose curve; in most records, active means well fitted curve in the direction sought with a large enough effect; inconclusive means small, poorly fitted or top-dose-only effect, or another doubt; inactive means no such curve, though single readings can be large; an effect the other way counts as inactive or inconclusive. Potency means the concentration at half of the fitted maximal effect.

SMILES	VP16 counter	RORgamma inh	Menin MLL FP TR
COc1cccc([C@@H]2Oc3ccc(Br)cc3C[C@H]2OC(=O)N[C@H](C)C2CCCCC2)c1	-6%	-33%	-8%
COc1ccccc1CN1CCC2(CC1)CCN(C(=O)c1csnn1)CC2	2%	0%	-24%
C/C=C(\C=C\[C@@H](C)C/C=C/CC/C=C/C=C\C[C@@H](OC)/C(C)=C\C=C(C)C)CC(=O)O	-2%	-2%	6%
Cc1ccccc1-c1nc(-n2ccnc2)c2ccccc2n1	9%	10µM*	33%[activator]
CC1(C)CC[C@]2(C(=O)O)CC[C@@]3(C)C(=CCC4[C@@]5(C)CCC(O)[C@@](C)(CO)C5CC[C@@]43C)C2C1 (some centres not stated)	-5%	-10%	1%
CCNc1ncc2nc(CCc3ccccc3)c(=O)n(Cc3ccc(F)cc3)c2n1	5%	-20%	13%
CCCCN1CCC[C@H]1CNC(=O)c1cc(C#N)c2ccccc2c1OC	-4%	-16%	-2%
CC[C@H](C)[C@H](NC(=O)[C@H](Cc1ccc(O)cc1)NC(=O)[C@H](Cc1cnc[nH]1)NC(=O)[C@H](CCCNC(=N)N)NC(=O)[C@H](CC(C)C)NC(=O)[C@H](C)NC(=O)[C@H](CO)NC(=O)[C@H](Cc1ccc(O)cc1)NC(=O)[C@H](Cc1ccc(O)cc1)NC(=O)[C@H](CCCNC(=N)N)NC(=O)[C@H](C)NC(=O)[C@H](CC(C)C)NC(=O)[C@H](CC(=O)O)NC(=O)[C@H](CCC(=O)O)NC(=O)[C@H](C)NC(=O)[C@@H]1CCCN1C(=O)[C@H](C)NC(=O)[C@H](CC(=O)O)NC(=O)[C@H](CCC(=O)O)NC(=O)CNC(=O)[C@@H]1CCCN1C(=O)[C@H](CC(N)=O)NC(=O)[C@H](CC(=O)O)NC(=O)[C@@H]1CCCN1C(=O)[C@H](CCCCN)NC(=O)[C@H](CO)NC(=O)[C@@H]1CCCN1C(=O)[C@@H](N)Cc1ccc(O)cc1)C(=O)N[C@@H](CC(N)=O)C(=O)N[C@@H](CC(C)C)C(=O)N[C@@H](CC(C)C)C(=O)N[C@H](C(=O)N[C@@H](CCCNC(=N)N)C(=O)N1CCC[C@H]1C(=O)N[C@@H](CCCNC(=N)N)C(=O)N[C@@H](Cc1ccc(O)cc1)C(N)=O)[C@@H](C)O	-4%	7%	1%
O=S(=O)(Nc1cc(O)cc2cccnc12)c1ccc(Cl)s1	?	4µM*	?
CCc1cc2c(nc1CC)CCN(CC/C(C)=N/OC[C@@H](C)[C@H](OCc1ccccc1)C(C)C)C2	0%[10 µM]	24%[10 µM]	-18%[11.7 µM]
COc1cccc([C@@H]2Oc3ccc(Br)cc3C(=O)[C@H]2OC(=O)NCCc2ccc(OC)c(OC)c2)c1	?	?	9%
CCCCC/C=C\C/C=C\C/C=C\C/C=C\CCCCCC(=O)NCC(=O)O	-14%	7%	10%
CC1OCC23CC[C@@]4(C)CCC(C)(C)C[C@H]4[C@]2(C)CCC12C3CC[C@@]1(C)C2C(=O)CC(=O)[C@@H]1C (some centres not stated)	1%	0%	-1%
CCC(=O)c1c(O)cc(O)cc1O	-4%	30%	?
O=c1c(-c2cccs2)nc2cnc(N3CCNCC3)nc2n1C1CC1	?	-2%	11%
CC[C@H](C)[C@@H](NC(=O)O[C@@H]1C(=O)c2cc(OC)ccc2O[C@H]1c1cccc(OC)c1)C(=O)OC	-19%	1%	-28%
CC(=O)O[C@@H]1CC2C(C)(C)C(=O)C=C[C@]2(C)C2CC[C@]3(C)C(=CC[C@H]3C3CO[C@@H](C(C)(C)O)[C@H](O)C3)[C@@]21C (some centres not stated)	2%	14%	-9%
C[C@H]1C(=O)N(S(=O)(=O)c2ccccc2[N+](=O)[O-])[C@H]1c1ccc(-c2ccccc2)cc1	9%	0%	?
CN1CCN(c2ncc3nc(-c4cccc(C#N)c4)c(=O)n(CCc4ccccc4)c3n2)CC1	1%	-10%	-24%
C=C1C(=O)O[C@@H]2C3OC3(C)CC/C=C(\C)CC[C@@H]12 (some centres not stated)	28µM*	?	-3%[24.8 µM]
CC(=O)NC1[C@H](O)C[C@@](O)(C(=O)O)O[C@H]1[C@H](O)[C@H](O)CO (some centres not stated)	-1%	9%	-5%
C/C1=C2/[N-]C(C(CC(N)=O)[C@@]2(C)CCC(=O)NCC(C)OP(=O)([O-])O[C@H]2[C@@H](O)[C@@H](n3cnc4cc(C)c(C)cc43)O[C@@H]2CO)[C@]2(C)N=C(/C(C)=C3N=C(/C=C4N=C1C(CCC(N)=O)C\4(C)C)[C@@H](CCC(N)=O)[C@]\3(C)CC(N)=O)[C@@H](CCC(N)=O)[C@]2(C)CC(N)=O.CC(=O)O.[Co] (some centres not stated)	?	?	?
Oc1cn2c(n1)Nc1ccc(Cl)c(Cl)c1C2	2%	-11%	9%
COc1ccc(-c2nc3cnc(N(C)C)nc3n(Cc3cccs3)c2=O)cc1	0%	-1%	6%
CCOC(=O)CCN1C(=O)[C@H]2[C@H]3[C@H](O)[C@H](O)C/C(=N/NC(=O)OCc4ccc(OC)cc4)[C@@H]3CC[C@@H]2C1=O	-11%[10 µM]	-2%[10 µM]	0%[11.7 µM]

Quoted from the listing:
Entry of `COc1ccccc1CN1CCC2(CC1)CCN(C(=O)c1csnn1)CC2` under Menin MLL FP TR: -24%
Entry of `CC[C@H](C)[C@@H](NC(=O)O[C@@H]1C(=O)c2cc(OC)ccc2O[C@H]1c1cccc(OC)c1)C(=O)OC` under VP16 counter: -19%
Entry of `COc1cccc([C@@H]2Oc3ccc(Br)cc3C[C@H]2OC(=O)N[C@H](C)C2CCCCC2)c1` under Menin MLL FP TR: -8%
Entry of `C=C1C(=O)O[C@@H]2C3OC3(C)CC/C=C(\C)CC[C@@H]12` (some centres not stated) under VP16 counter: 28µM*
Entry of `CCCCN1CCC[C@H]1CNC(=O)c1cc(C#N)c2ccccc2c1OC` under Menin MLL FP TR: -2%
Entry of `Oc1cn2c(n1)Nc1ccc(Cl)c(Cl)c1C2` under VP16 counter: 2%

(next part)
SMILES	VP16 counter	RORgamma inh	Menin MLL FP TR
CCCc1ccc(C(=O)O)cc1	-13%	3%[10 µM]	-5%
c1ccc2c(NC3CCNCC3)nc(-c3ccoc3)nc2c1	4%	4%	-1%
CCCNC(=O)N1N=C(c2ccc(N)cc2)c2cc3c(cc2[C@H]1C)OCO3	-5%	34%	0%[24.8 µM]
C=CCN(C(C(=O)OC)C(C)C)S(=O)(=O)C=C (configuration not stated)	19%	-1%	-12%
C/C=C(/CC[C@@H](C)[C@H]1CCC2C3=CC[C@H]4[C@H](C)[C@@H](O)CC[C@]4(C)C3CC[C@@]21C)C(C)C (some centres not stated)	-4%	-22%	-12%
CC[C@H](C)N	8%	18%	-5%
COc1cccc(C2NC(C(=O)O)CCC2C)c1 (configuration not stated)	-10%[10 µM]	-4%[10 µM]	18%[11.7 µM]
O=C(NC1CCCCC1)NC1CCCCC1	?	16%	-8%
O=C1[C@H]2[C@H]3[C@H](O)[C@H](O)C/C(=N/OCc4ccccc4)[C@H]3CC[C@@H]2C(=O)N1Cc1ccccc1	6%[10 µM]	24%[10 µM]	-8%[11.7 µM]
NC(N)=NCCC[C@H](NC(=O)c1ccccc1)C(=O)Nc1ccc([N+](=O)[O-])cc1	2%	4%	-4%
OCC1OC(C#Cc2ccccc2)C=CC1OCc1ccccc1 (configuration not stated)	-3%[10 µM]	32%[10 µM]	-10%[11.7 µM]
CC(=O)OCC1OC(c2ccc(C(C)=O)cc2)C=CC1OC(C)=O (configuration not stated)	7%[10 µM]	-13%[10 µM]	7%[11.7 µM]
CC(C)[C@@H](CC(=O)N[C@@H]1CCNC[C@H]1C(=O)N[C@H](CC(=O)N[C@@H](CCC(=O)O)CC(=O)O)Cc1ccccc1)NC(=O)C[C@H](CO)NC(=O)[C@@H]1CCCC[C@H]1N	-1%	-3%	-7%
C[C@H]1[C@@H](OC(=O)CCC(=O)O)OC2OC3(C)CC[C@H]4[C@H](C)CC[C@@H]1[C@@]24OO3 (some centres not stated)	-3%	-17%	-2%
CC12CCC=CC1C(c1ccc(F)c(/C=C/c3ccccc3)c1)N(Cc1ccccc1)C2=O (configuration not stated)	-3%	40%	-12%
CC(C)[C@@H](CC(=O)N[C@@H]1CCCC[C@H]1C(=O)N[C@H](CC(=O)N[C@@H](CCC(=O)O)CC(=O)O)Cc1ccccc1)NC(=O)C[C@H](CO)NC(=O)[C@@H]1CCCC[C@H]1N	-5%	13%	6%
CCC[C@@H]1CC(C(=O)NC(C2O[C@H](SC)C(OP(=O)(O)O)[C@H](O)[C@H]2O)[C@H](C)Cl)N(C)C1 (some centres not stated)	-2%	9%	-4%
CC/C=C\C/C=C\C/C=C\C/C=C\C/C=C\C/C=C\CCC(=O)O	-6%&-10%	2%&-3%	11%&-5%
OCC1OC(C#Cc2ccccc2)C=CC1O (configuration not stated)	-1%&-1%&25%[10 µM]	-2%&10%&5%[10 µM]	-1%&2%&-13%[11.7 µM]
Clc1ccccc1-c1ccc2ncnc(NCCN3CCOCC3)c2c1	-16%	21%	-3%
CO/N=C(\C(=O)N[C@@H]1C(=O)N2C(C(=O)[O-])=C(C[n+]3cccc4c3CCC4)CS[C@H]12)c1csc(N)n1	2%	5%	-4%
CC(=O)N[C@@H](CCC(=O)O)C(=O)O	-1%	7%	-3%
Cc1noc(C)c1-c1ccc2ncnc(NCc3cccc(F)c3)c2c1	?	-22%	13%
C=CCN1CCCC1CNC(=O)c1cc(S(N)(=O)=O)cc(OC)c1OC (configuration not stated)	-5%	-23%	-4%
CC(C)OC(=O)[C@@H]1CC[C@H](C)[C@@H](CCC[C@@H]2C[C@@H](O)C[C@H](CC#N)O2)O1	7%	-4%	1%

Additional entries
SMILES	VP16 counter	RORgamma inh	Menin MLL FP TR
Nc1nc2[nH]c(=O)c(=O)[nH]c2c(=O)[nH]1	1%	4%	-20%
Cc1cccc(C(=O)N2CCC(=O)N([C@H](COCc3ccccc3)Cc3ccccc3)CC2)c1	-2%	37%	-10%
C=C(C)C(O)/C=C/c1cccc(OC)c1 (configuration not stated)	30%[10 µM]	?	-8%[11.7 µM]
CCCCCC(=O)Cc1cc(O)cc(O)c1C(=O)Oc1cc(CC(=O)CCCCC)c(C(=O)O)c(OC)c1	0%	-35%	-1%
CCCCC/C=C\C=C\[C@@H](O)CCCCCCCC(=O)O	0%	-4%	-2%
CN1CCN(c2nc(-c3cccc(C#N)c3)nc3ccccc23)CC1	-12%	-20%	-29%
Cc1cc2c(c(=O)o1)[C@@H](O)[C@H]1O[C@@H]1C2=O	-13%[10 µM]	?	-10%[11.7 µM]
Fc1cccc(/C=N\N=C/c2cccc(F)c2)c1	2%	35%	-8%[24.8 µM]
O=C(/C=C/c1ccc(I)cc1)c1ccc(B(O)O)cc1	1%	?	6%
COCC(=O)N1CCC2(CC1)CCN(c1ccncc1)CC2	-4%	-3%	0%
CC(=O)OCC(NC(=O)C(COCc1ccccc1)NC(=O)OC(C)(C)C)C1OC(n2ccc(=O)[nH]c2=O)C(OC(C)=O)C1OC(C)=O (configuration not stated)	3%	14%	-13%
CCc1oc2ccccc2c1C(=O)c1cc(I)c(O)c(I)c1	-9%	3%[10 µM]	?
COc1ccc(-c2ccc(C3C4C=CCC(C)C4C(=O)N3Cc3ccccc3)c(F)c2)cc1 (configuration not stated)	-3%	15%	-6%
COc1cccc(Nc2ncc3nc(CCc4ccccc4)c(=O)n(C4CC4)c3n2)c1	-9%	3%	25%
CO[C@H]1OC2O[C@@]3(C)CC[C@H]4[C@H](C)CC[C@@H]([C@H]1C)[C@@]24OO3 (some centres not stated)	-1%	-11%[10 µM]	-6%
CCn1c(=O)[nH]c2ccccc21	-12%	-20%	-6%[24.8 µM]
O=C(c1ccco1)N1CCC2(CC1)CN(c1cccc(-c3ccccc3)c1)C2	-29%	14%	-9%
Cc1noc(C)c1-c1nccc(Nc2ccc(F)cc2)n1	5%	?	4%
COc1cccc(Cn2c(=O)c(-c3cccc(C#N)c3)nc3cnc(OC)nc32)c1	-5%	-3%	-8%
CC(=O)OC1C=C[C@@H](OC(C)=O)C1 (some centres not stated)	-8%	2%	-11%
Cc1cc(C)cc(-c2cc3c(c(-c4c(O)c(-c5cc(C)cc(C)c5)cc5c4CCCC5)c2O)CCCC3)c1	2%	15%	?
Cc1cccc(O)c1	-5%&-8%	9%&-3%	7%&2%

Gathered by group, the entries above with bromine.
SMILES	VP16 counter	RORgamma inh	Menin MLL FP TR
COc1cccc([C@@H]2Oc3ccc(Br)cc3C[C@H]2OC(=O)N[C@H](C)C2CCCCC2)c1	-6%	-33%	-8%
COc1cccc([C@@H]2Oc3ccc(Br)cc3C(=O)[C@H]2OC(=O)NCCc2ccc(OC)c(OC)c2)c1	?	?	9%

From PubChem BioAssay

A portion of the library; the hit share may differ from the screen's.
